# Screening data as filed in PubChem.
# PTAP TSG101 blk: qHTS Assay for Iinhibitors of HIV-1 Budding by Blocking the Interaction of PTAP/TSG101; AID 493005, 2010; Tumor susceptibility gene 101 protein (Homo sapiens), Q99816; 340,000 tested, under 10 active; Fluorescence polarization, FITC-PTAP peptide / Tsg101 binding; Potency, µM (doses to about 115 µM), inactives show at the highest dose activity change, negative = inhibition, usual class: inhibitors; active = well fitted inhibition curve with a large enough effect in the main read-out, with a control signal flat, not every such curve was filed as active; inconclusive = small, poorly fitted or top-dose-only effect, or effect the other way, or a change in a side signal; inactive = no such curve, though single readings can be large or run the other way; note: potency is the fitted concentration of half-maximal effect; % of control where 0% means no effect
#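 Tsg101 binding domain (10 uM final) was mixed with compound and a FITC-labeled PTAP peptide (50 nM final) in HEPES pH 7.5 buffer with NaCl, Tween 20, EDTA and TCEP; fluorescence polarization was read after 20 min at r.t.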
# TRPV1 agonist: HTS Assay for Compounds that Act as Agonists of the Vanilloid Receptor 1; Transient receptor potential cation channel subfamily V member 1 (Homo sapiens), Q8NER1; TRPV1-expressing cells, Fluo-8 calcium influx, agonist mode; activation, % at 8.33 µM; 0.19% of 320,000 active; AID 540275, 2011; in the data active = activation above about 80%; inconclusive = between about 30% and that limit; note: 0% is about no effect
# Target sequence (Q8NER1 whole entry, looked up): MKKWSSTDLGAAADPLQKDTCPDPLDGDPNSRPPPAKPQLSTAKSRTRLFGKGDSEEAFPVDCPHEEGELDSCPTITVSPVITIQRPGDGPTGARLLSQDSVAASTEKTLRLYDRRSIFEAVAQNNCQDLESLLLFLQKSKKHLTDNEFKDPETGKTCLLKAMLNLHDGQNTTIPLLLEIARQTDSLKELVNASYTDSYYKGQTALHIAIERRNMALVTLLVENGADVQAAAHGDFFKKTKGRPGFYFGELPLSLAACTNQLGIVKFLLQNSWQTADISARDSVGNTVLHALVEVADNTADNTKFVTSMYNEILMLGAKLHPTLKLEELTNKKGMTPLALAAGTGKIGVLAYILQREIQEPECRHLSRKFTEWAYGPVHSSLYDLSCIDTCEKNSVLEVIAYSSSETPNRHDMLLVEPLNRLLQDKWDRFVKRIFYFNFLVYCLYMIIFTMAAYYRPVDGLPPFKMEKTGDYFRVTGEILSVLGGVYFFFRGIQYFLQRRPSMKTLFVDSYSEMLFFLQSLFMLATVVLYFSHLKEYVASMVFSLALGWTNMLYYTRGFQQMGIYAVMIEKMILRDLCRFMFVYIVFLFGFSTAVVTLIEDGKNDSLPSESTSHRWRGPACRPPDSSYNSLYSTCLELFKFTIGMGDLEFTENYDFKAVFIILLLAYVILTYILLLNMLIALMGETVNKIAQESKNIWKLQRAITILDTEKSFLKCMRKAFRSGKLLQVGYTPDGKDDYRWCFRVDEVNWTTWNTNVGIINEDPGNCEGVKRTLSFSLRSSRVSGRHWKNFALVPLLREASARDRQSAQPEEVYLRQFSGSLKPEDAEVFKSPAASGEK
#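 Cells expressing TRPV1 were dye-loaded with Fluo-8 and read kinetically: 10 s baseline, 3 min after compound (agonist portion), then 2 min after EC20 capsaicin (allosteric enhancer portion). Calcium-bound dye fluorescence at 480/520 nm.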
# ELG1 genotox: qHTS screen for small molecules that induce genotoxicity in human embryonic kidney (HEK293T) cells expressing luciferase-tagged ELG1. HEK293T ELG1-luciferase reporter, luminescence, 16 h. Potency, µM (series often up to 46 µM), for the others: top-dose activity change, positive = activation, hits mostly activators. 1.3% of 330,000 active. AID 504466, 2011; note: potency is the fitted concentration of half-maximal effect; % of control where 0% means no effect; nearly all actives have a fitted effect of over 60% in size
#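 Luminescence read-out: rising ELG1-luciferase signal, reflecting elevated ELG1 protein under genetic stress, flags genotoxic compounds. Cells were treated for 16 hr at 37 °C before ONE-Glo detection.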
# uPA surface inh: qHTS for Inhibitors of Cell Surface uPA Generation | AID 540303, 2011 | 0.31% of 330,000 active | cell surface uPA generation assay, qHTS | Potency, µM (doses to about 38.3 µM), for inactives: at the top dose activity change, negative = inhibition, most hits filed as inhibitors; active = well fitted inhibition curve with a large enough effect; inconclusive = small, poorly fitted or top-dose-only effect; inactive = no such curve, though single readings can be large or run the other way; tested in mouse RAW 264.7 cells; note: potency is the fitted concentration of half-maximal effect; % is set by controls: 0 for no effect and ±100 for the full control effect; nearly all actives have a fitted effect of over 55% in size
# p53 reactivator: qHTS assay for re-activators of p53 using a Luc reporter; H1299 p53-A138V BP100-luciferase reporter, luminescence, 24 h; Potency, µM (series often up to 92.2 µM), for inactives: at the highest dose activity change, positive = activation, most hits filed as activators; AID 504706, 2011; 0.063% of 320,000 active; note: potency is the fitted concentration of half-maximal effect; % of control where 0% means no effect; nearly all actives have a fitted effect of over 45% in size
#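 p53-null H1299 cells stably carrying temperature-sensitive p53-A138V and a BP100-luciferase reporter were pinned with compounds (4-point, 1:5 series) and held 24 hrs at 37 deg C. Luminescence was read 10 min after detection reagent.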
# B2AR arrestin: qHTS assay of beta-arrestin-biased ligands of beta2-adrenergic receptor; Beta-2 adrenergic receptor (Homo sapiens), P07550; beta-arrestin recruitment to beta2AR, cell-based reporter; Potency, µM (series often up to 46.1 µM), inactives show at the top dose activation, actives largely listed as activators; 0.02% of 330,000 active;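 note: potency is the fitted concentration of half-maximal effect; 0% = DMSO controls and full agonism = EC100 isoproterenol or metaproterenol; nearly all actives have a fitted effect of over 65% in size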
# BRCA1 expr act: qHTS Assay to Identify Small Molecule Activators of BRCA1 Expression; MCF7-BRCA1-FFLuc reporter, luminescence, 48 h; response scale: scaled: vehicle 0%, 10 µM genistein 100%; Potency, µM (titrated, usually from 46.1 µM), without a hit: top-dose activation, hits mostly activators; 1.1% of 380,000 active; note: potency is the fitted concentration of half-maximal effect; nearly all actives have a fitted effect of over 80% in size; some results filed as inactive show a strong effect at the top dose
#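 Luminescence from a BRCA1-driven firefly luciferase in MCF7 cells was the read-out, taken 15 min after substrate addition following 48 h compound exposure at 37 °C. Data were normalized to a 10 microM genistein control and DMSO vehicle.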
# USP2a block: qHTS Assay for Inhibitors of Ubiquitin-specific Protease USP2a Using CHOP2 as the Reporter; USP2 core, Ub-CHOP2 coupled fluorogenic reporter, 485/531; 0.01% of 330,000 active; Potency, µM (series often up to 38.3 µM), for inactives: at the highest dose activity change, negative = inhibition, usual class: inhibitors;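 note: potency is the fitted concentration of half-maximal effect; plate controls were DMSO wells for no effect and full inhibition by NEM control for full effect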
#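 Deubiquitinase activity read as fluorescence (485/531 nm) after Ub-CHOP2 cleavage activates the enterokinase reporter on its substrate; USP2 core 10nM, Ub-CHOP2 and substrate 25nM each, 30min compound preincubation then 60min RT; data normalized to NEM, curves fitted.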
# Eya2 phos inh: qHTS Assay for Inhibitors of the Phosphatase Activity of Eya2. 0.006% of 330,000 active. recombinant Eya2, OMFP fluorescence dephosphorylation (OMFP is methylfluorescein phosphate). Protein phosphatase EYA2 (Homo sapiens), O00167. Potency, µM (titrated, usually from 76.9 µM), without a hit: at the top dose activity, negative = inhibition, usual class: inhibitors; note: potency is the fitted concentration of half-maximal effect; % is set by controls: 0 for no effect and ±100 for the full control effect
#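 Eya2 (0.2 uM) preincubated 10 min at ambient with compound, then OMFP substrate added at 50 uM; 10 min reaction in 50 mM HEPES pH 7.5, 50 mM NaCl, 5 uM MgCl2, 0.05% BSA, 1 mM DTT. Fluorescence read at Ex 485/Em 525 nm.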
# a7 integrin act: qHTS for Activators of Integrin-Mediated Alleviation for Muscular Dystrophy | alpha7betagal myoblasts, beta-gal FDG fluorescence, 48 h | Potency, µM (doses to about 38.3 µM), for inactives: top-dose activation, most hits filed as activators | 0.064% of 350,000 active;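 note: potency is the fitted concentration of half-maximal effect; 100% = response of the positive control SU9516; nearly all actives have a fitted effect of over 60% in size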
#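 alpha7betagal+/- myoblasts (passage 13, 250/well) treated 48 h at 37C with compounds at 1:260 dilution of DMSO stock. Lysed, then beta-galactosidase activity read as FDG fluorescence (ex 480/em 540) after 30 min, with pre-read for autofluorescence.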
# ASM inhibitor: Inhibitors of Secretory Acid Sphingomyelinase (S-ASM): qHTS; Sphingomyelin phosphodiesterase (Homo sapiens), P17405; placental ASM, HMU-PC fluorogenic substrate, 60 min; Potency, µM (series often up to 57.5 µM), for inactives: at the highest dose activity change, negative = inhibition, most hits filed as inhibitors; 0.006% of 340,000 active; AID 504937, 2011; note: potency is the fitted concentration of half-maximal effect
#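 HMU-PC0 cleavage (9 uM final) by human placental ASM, 60 min at 37 °C following 10 min compound exposure at RT; stopped at pH 10, fluorescence Ex 386/Em 447 nm.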
# Starred values were filed as active, the others as inactive; u = inconclusive; x = not tested or not shown; [ ] = dose if it differs, or a comment. Unless noted, calls come from the whole dose curve; as a rule, active = well fitted curve in the direction sought with a large enough effect; inconclusive = small, poorly fitted or top-dose-only effect, or another doubt; inactive = no such curve, though single readings can be large; an effect the other way counts as inactive or inconclusive. Compounds as they come; overall some 2.6% were active at least once.
# The first two entries (preview)
Compound	PTAP TSG101 blk	TRPV1 agonist	ELG1 genotox	uPA surface inh	p53 reactivator	B2AR arrestin	BRCA1 expr act	USP2a block	Eya2 phos inh	a7 integrin act	ASM inhibitor
CCn1cc(C(=O)OCC(=O)OC2CC(C)CCC2C(C)C)c(=O)c2ccc(C)nc21 (centres undefined)	2%	1	-13%	-1%	-12%	0.0%	-35%	2%	-2%	-17%	-24%
Cc1cc(=O)n2[nH]c(N)c(N=Nc3ccccc3)c2n1	-5%	0	-6%	0%	-10%	-0.1%	-21%	2%	0%	-8%	-9%

# The listing, repeating the preview:
Compound	PTAP TSG101 blk	TRPV1 agonist	ELG1 genotox	uPA surface inh	p53 reactivator	B2AR arrestin	BRCA1 expr act	USP2a block	Eya2 phos inh	a7 integrin act	ASM inhibitor
CCn1cc(C(=O)OCC(=O)OC2CC(C)CCC2C(C)C)c(=O)c2ccc(C)nc21 (centres undefined)	2%	1	-13%	-1%	-12%	0.0%	-35%	2%	-2%	-17%	-24%
Cc1cc(=O)n2[nH]c(N)c(N=Nc3ccccc3)c2n1	-5%	0	-6%	0%	-10%	-0.1%	-21%	2%	0%	-8%	-9%
CCOC(=O)N1CCN(c2nc3ccccn3c(=O)c2C=O)CC1	-4%	5	-4%	0%	0%	-0.4%	8%	-1%	-3%	-7%	0%
S=c1[nH]c(-c2ccc(Br)cc2)cn1CCc1ccccc1	-3%	2	4%	1%	14%	0.5%	3%	0%	5%	1%	-5%
CC1=NCCN1S(=O)(=O)c1cccc([N+](=O)[O-])c1	-2%	0	-1%	-1%	6%	-0.3%	1%	3%	1%	8%	5%
CC(=O)Nc1ccc(S(=O)(=O)NCCC(=O)OCC(=O)N2CCN(C(=O)c3ccco3)CC2)cc1	2%	-2	0%	5%	29%	-0.5%	-17%	5%	-17%	5%	6%
Cc1ccc(-c2n[nH]c(=O)c3ccccc23)cc1S(=O)(=O)NCC1CCCO1 (centres undefined)	-5%	5	7%	-7%	-5%	-0.1%	-23%	0%	2%	3%	2%
Cc1ccc(S(=O)(=O)N2CCOCC2)cc1NC(=O)COC(=O)c1ccc(OCc2c(C)noc2C)cc1	1%	-5	11%	-1%	-4%	-0.3%	59%	1%	-5%	-2%	-3%
Cc1nonc1NC(=O)CSc1nnc(-c2ccoc2C)n1CC(C)C	-6%	1	-5%	4%	-10%	-0.5%	9%	-4%	-2%	-17%	0%
Cc1ccc(N2C(=O)S/C(=C/c3cn(C)c4ccccc34)C2=O)cc1	0%	-1	u	0%	u	0.1%	-56%	-1%	2%	10%	1%

# Complete entries, looked up by structure. Order of screens: PTAP TSG101 blk | TRPV1 agonist | ELG1 genotox | uPA surface inh | p53 reactivator | B2AR arrestin | BRCA1 expr act | USP2a block | Eya2 phos inh | a7 integrin act | ASM inhibitor
# Results for CC1=NCCN1S(=O)(=O)c1cccc([N+](=O)[O-])c1 = -2% | 0 | -1% | -1% | 6% | -0.3% | 1% | 3% | 1% | 8% | 5%
# Results for Cc1nonc1NC(=O)CSc1nnc(-c2ccoc2C)n1CC(C)C = -6% | 1 | -5% | 4% | -10% | -0.5% | 9% | -4% | -2% | -17% | 0%

# Look-ups from the list:
# Cc1ccc(N2C(=O)S/C(=C/c3cn(C)c4ccccc34)C2=O)cc1 in B2AR arrestin reads 0.1%
# CC1=NCCN1S(=O)(=O)c1cccc([N+](=O)[O-])c1 in a7 integrin act reads 8%
# S=c1[nH]c(-c2ccc(Br)cc2)cn1CCc1ccccc1 in TRPV1 agonist reads 2

# Continued.
Compound	PTAP TSG101 blk	TRPV1 agonist	ELG1 genotox	uPA surface inh	p53 reactivator	B2AR arrestin	BRCA1 expr act	USP2a block	Eya2 phos inh	a7 integrin act	ASM inhibitor
CCN(CCNC(=O)CC1Oc2ccccc2NC1=O)c1ccccc1 (centres undefined)	-5%	16	-4%	7%	-5%	-1.7%	-26%	-1%	17%	2%	-8%
CCn1nnnc1SCC(=O)N1CCc2ccccc21	-2%	x	x	1%	x	x	69%	x	x	-19%	4%
Cc1ccc2[nH]c3c(c2c1)CN(C(=O)CN1c2ccc(F)cc2CCC1C)CC3 (centres undefined)	-8%	u	-4%	0%	-1%	-0.5%	-42%	1%	-3%	-27%	-19%
COCc1c(Br)c(C)nc(OCC(=O)O)c1C#N	-2%	-1	3%	4%	14%	-0.4%	-6%	3%	5%	29%	3%
Cc1c(NC(=O)c2ccc3c(c2)OCO3)cccc1-c1nc2ccccc2s1	0%	5	4%	-17%	2%	-0.7%	-1%	3%	-40%	-10%	-13%
O=C(c1ccco1)N1CCN(CC2CC3C=CC2C3)CC1 (centres undefined)	0%	6	5%	x	10%	-0.4%	29%	-1%	4%	-35%	0%
CC(Oc1ccc(Cl)cc1Cl)C(=O)N(C)c1ccccc1 (centres undefined)	1%	4	-4%	-2%	-1%	0.0%	-2%	0%	-1%	u	3%
Cc1ccc(-n2nc3c(=O)n(CCCC(=O)NCCc4ccccc4)nc(C)c3c2C)cc1	-6%	-5	-3%	-5%	1%	0.2%	13%	1%	-1%	27%	8%
O=C(NCCCCCc1nc2ccccc2[nH]1)c1ccccc1Cl	-3%	11	-4%	9%	-2%	-0.5%	0%	0%	10%	u	0%
OCC1(CCOc2ccccc2)CCN(Cc2cn[nH]c2-c2ccc(F)cc2)CC1	-7%	0	-1%	5%	-3%	-1.0%	-22%	0%	5%	-9%	0%
Cc1ccc(O)c(Cn2nnc3ccccc32)c1	1%	8	-1%	-3%	2%	-1.2%	0%	-2%	8%	0%	12%
Cc1nc(C)c(C(=O)OCC(=O)N2CCN(c3ccccc3)CC2)s1	0%	9	1%	5%	-17%	0.1%	2%	0%	2%	-14%[7.66 µM]	-3%
COc1ccc(NC(=O)CN(C)C(=O)c2cn(-c3ccccc3)nc2-c2cccnc2)cc1	-1%	-1	-13%	4%	-6%	-0.2%	-24%	1%	-5%	0%	2%
O=C(O)COc1ccccc1/C=N/NC(=O)c1ccc(F)cc1	-5%	20	1%	0%	7%	-0.2%	0%	3%	8%	-14%	0%
COc1cccc(N2CCN(C(=O)NC3CCCCC3)CC2)c1	-2%	10	-1%	2%	-12%	-0.1%	-5%	1%	11%	5%	3%
CN(C)/N=C/C=C1\CC/C(=C\c2ccc(Br)cc2)C1=O	19%	1	u	3%	3%	0.2%	u	2%	-12%	-22%	-18%
O=C(O)C(O)(c1ccccc1)C(O)c1ccccc1 (centres undefined)	-1%	x	x	-7%	x	x	-2%	x	x	7%	8%
CCNC(=O)CC1C(=O)N(c2ccc(F)cc2)C(=O)N1CCc1sccc1C (centres undefined)	-4%	3	-1%	-1%	6%	-0.1%	-19%	5%	10%	18%	-7%
CCc1ccc(-c2csc(NC(=O)C3CCCO3)c2C(=O)OC(C)C)cc1 (centres undefined)	-7%	12	-7%	3%	4%	0.5%	-63%	3%	-17%	-25%	-26%
CC1CCN(CCNC(=O)CCS(=O)(=O)c2ccc(Br)cc2)CC1	-4%	1	-3%	8%	1%	-1.0%	-6%	-1%	2%	36%	9%
CC(C)n1nc(C(=O)NCCCN2CCCC2=O)c2ccccc2c1=O	-1%	-1	0%	-4%	6%	0.5%	-6%	0%	0%	-8%	5%
O=C(c1ccccc1)N1CCCCCC1	0%	-3	1%	0%	2%	-0.8%	4%	1%	-3%	3%	4%
Cc1ccccc1CSc1nncn1N	-3%	-3	1%	3%	0%	0.1%	18%	1%	-2%	-15%	-1%
O=c1[nH]c2cc3c(cc2cc1CN(CCO)S(=O)(=O)c1ccccc1Cl)OCCO3	-4%	-3	9%	-13%	2%	0.4%	-18%	-2%	-2%	-30%	47%[activator]
CC(=O)NC12CC3CC(C1)CC(C(=O)N(C)CC(=O)Nc1ccc(F)c(F)c1F)(C3)C2	-2%	-2	2%	2%	-3%	-0.6%	1%	0%	-2%	-5%	0%
